SUMO1 PPI mod = SUMO1-SIM interaction modulation. SUMO1 binding to a labelled peptide, TR-FRET, 1 h. inhibition, % at 20 µM. 360,000 compounds, 0.33% hits. AID 602429; in the data active = inhibition above about 37%
TbMetRS inhib = blocks T. brucei methionyl-tRNA synthetase activity | purified T. brucei MetRS, ATP depletion, Kinase-Glo luminescence | AID 624268 | inhibition, % at 11.9 µM | 360,000 compounds, 0.4% hits;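 active = inhibition above a per-plate cutoff of the control wells' mean inhibition plus 3 SD, cut at about 5.5% in these data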;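 also: 0% = DMSO wells median and 100% = median of wells with control inhibitor compound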
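Material – parasite MetRS enzyme · Medium – HEPES-MgCl2-KCl buffer plus DTT, spermine, BSA, pyrophosphatase · Reagent – ATP, methionine and E. coli bulk tRNA substrates · Times – 15 min enzyme-compound preincubation, 2 h reaction, 10 min detection, 25 °C · Measured by – luminescence of leftover ATP · Evaluation – percent inhibition relative to median high and low control wells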
CendR NRP1 mod = modulators of CendR peptide binding to human neuropilin-1; O14786; FAM-RPARPAR peptide binding to NRP-1, fluorescence polarization; inhibition, % at 25 µM; 360,000 compounds, 0.85% hits; AID 602438;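 active = inhibition or corrected inhibition above about 18%, plus a signal ratio from 0.5 to 1.5, limit read from the data, passing the limit was not always enough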; also: strong numbers were not always called active
Target sequence (O14786 whole entry, looked up): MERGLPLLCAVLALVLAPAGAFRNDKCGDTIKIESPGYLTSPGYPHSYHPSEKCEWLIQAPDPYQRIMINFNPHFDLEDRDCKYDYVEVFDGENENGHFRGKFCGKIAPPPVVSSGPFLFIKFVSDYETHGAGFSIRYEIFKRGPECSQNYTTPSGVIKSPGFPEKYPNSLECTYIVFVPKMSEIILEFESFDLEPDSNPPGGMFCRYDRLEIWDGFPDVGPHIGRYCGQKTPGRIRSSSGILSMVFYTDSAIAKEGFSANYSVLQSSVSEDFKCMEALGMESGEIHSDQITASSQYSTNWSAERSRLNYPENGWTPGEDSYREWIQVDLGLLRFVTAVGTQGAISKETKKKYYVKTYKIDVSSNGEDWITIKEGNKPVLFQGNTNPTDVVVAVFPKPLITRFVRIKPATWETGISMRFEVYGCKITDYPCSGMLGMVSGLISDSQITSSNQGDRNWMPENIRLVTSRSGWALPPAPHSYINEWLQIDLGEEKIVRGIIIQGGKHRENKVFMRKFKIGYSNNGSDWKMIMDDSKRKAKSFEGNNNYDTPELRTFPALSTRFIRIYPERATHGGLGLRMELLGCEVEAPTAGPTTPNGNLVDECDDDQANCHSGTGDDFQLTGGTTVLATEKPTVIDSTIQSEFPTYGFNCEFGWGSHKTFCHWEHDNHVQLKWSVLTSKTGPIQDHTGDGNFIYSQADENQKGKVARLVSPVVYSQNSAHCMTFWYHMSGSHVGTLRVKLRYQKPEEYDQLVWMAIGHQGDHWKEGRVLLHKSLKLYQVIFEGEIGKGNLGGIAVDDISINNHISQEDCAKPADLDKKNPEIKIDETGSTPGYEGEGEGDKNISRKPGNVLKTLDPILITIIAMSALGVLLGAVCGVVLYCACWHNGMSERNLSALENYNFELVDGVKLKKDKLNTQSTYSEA
MsrA inh = inhibitors of bovine MsrA; purified bovine MsrA, absorbance read-out; inhibition, % at 15.5 µM; 360,000 compounds, 0.75% hits; in the data active = inhibition above about 4.5%;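 also: 0% = vehicle wells with enzyme and 100% = reference inhibitor wells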
Scp1 inh = inhibitors of human Scp-1 phosphatase; Q9GZU7; Recombinant Scp1, phosphopeptide, malachite green phosphate absorbance; inhibition, % at 20 µM; 340,000 compounds, 0.88% hits; AID 493091;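 active = inhibition above about 50% at 20 µM, limit read from the data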;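 also: plate controls were DMSO wells with enzyme for no effect and wells lacking enzyme for full effect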
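Test system: SCP-1 phosphatase catalytic domain, residues 76-261 | Compound dosing: One concentration, 20 µM, with 1.0% DMSO | Schedule: 45 min room-temperature reaction, 5 min colour, 30 min stabiliser | Detection: Absorbance at 630 nm | Read-out basis: % inhibition of SCP-1 phosphate liberation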
bovine MsrA act = bovine methionine sulfoxide reductase A activation. purified bovine MsrA, absorbance read-out. activation, % at 10.6 µM. 360,000 compounds, 0.3% hits; in the data active = activation above about 7.5%;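 also: 0% = vehicle and 100% = reference activator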
STEP inh = inhibitors of human striatal-enriched phosphatase STEP; AID 588621; inhibition, % at 20 µM; recombinant STEP, OMFP fluorogenic substrate, fluorescence; P54829; 360,000 compounds, 0.25% hits;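 active = inhibition at 20 µM, scaled per plate between control wells, above about 37%, limit read from the data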;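 also: 0% = DMSO with enzyme and substrate and 100% = substrate only without enzyme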
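System: STEP (striatal-enriched tyrosine phosphatase) enzyme, cell-free; medium: Bis-Tris pH 6.0 buffer with DTT, detergent; dosing: 20 µM, 1% DMSO; times: reaction 20 min, ambient temperature; detection: fluorescence, 480/540 nm; read-out basis: normalized % inhibition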
eLon inh = E. coli protease La inhibition. 360,000 compounds, 0.42% hits. inhibition, % at 7.94 µM. AID 602123. purified E. coli Lon protease, fluorescence polarization; in the data active = inhibition above about 13%, passing the limit was not always enough;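 also: 0% = enzyme with probe and DMSO and 100% = no enzyme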
LMPTP inh = LMPTP (human) inhibition; 360,000 compounds, 0.22% hits; recombinant LMPTP-A, OMFP fluorogenic substrate, fluorescence intensity; inhibition, % at 20 µM; P24666;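 active = compounds that cut the enzyme signal by at least half of the control window in the single-dose screen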;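 also: plate controls were DMSO wells with enzyme plus substrate for no effect and substrate without enzyme for full effect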
Target sequence (P24666 whole entry, looked up): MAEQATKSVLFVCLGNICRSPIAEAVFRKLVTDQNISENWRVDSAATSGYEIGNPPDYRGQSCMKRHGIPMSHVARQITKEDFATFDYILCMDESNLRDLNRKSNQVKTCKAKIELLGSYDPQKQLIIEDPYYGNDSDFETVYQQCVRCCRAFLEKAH
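test system = LMPTP-A | amount = 0.625 nM LMPTP-A final | reagent = fluorogenic phosphatase substrate OMFP at 400 µM final | incubation = 50 min at room temperature | benchmarks = no-enzyme low control, uninhibited high control | medium = Bis-Tris pH 6.0, DTT, detergent | signal = fluorescence intensity of OMFP turnover product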
DNMT1 inh = DNMT1 (human) enzyme inhibition; inhibition (reported as % activation of signal), % at 10 µM; 360,000 compounds, 0.83% hits; DNMT1 molecular beacon, Hinp1I cleavage, fluorescence; AID 588458; P26358; in the data active = inhibition above about 50%
Starred values were filed as active, the others as inactive; . = no result given.

no.	smiles	SUMO1 PPI mod	TbMetRS inhib	CendR NRP1 mod	MsrA inh	Scp1 inh	bovine MsrA act	STEP inh	eLon inh	LMPTP inh	DNMT1 inh
1	CCc1cccc(C)c1NC(=S)N(CCCN1CCN(C)CC1)Cc1cccs1	15	-0.5	-5	-0.7	3	-2	6	-9	-5.3	1
2	COC(=O)C1CCN(C(=O)c2cc3c(=O)n4cccc(C)c4nc3n2Cc2ccccc2)CC1	-49	0.2	4	-0.4	0	-1	4	-1	0.2	-1
3	Cc1cc(C)c2c(=O)[nH]n(C(C)C)c2n1	-6	-0.7	6	1.7	45	-2	1	7	-0.4	3
4	Cn1c(Sc2ccc(Cl)cc2)c(C=O)c2ccccc21	2	-0.6	-1	0.0	-11	1	2	5	2.9	-5
5	CCCS(=O)(=O)N1CCN(C(=O)CCC2CCCC2)CC1	1	0.0	4	2.6	0	-1	2	-4	-0.3	2
6	Cc1cnc(C(=O)OCc2cc(=O)n3c(C)cccc3n2)cn1	-19	-0.2	11	-0.3	-5	1	2	1	1.6	-5
7	CN1CCN(c2nc(Nc3ccc(F)cc3)nc(Nc3ccc(F)cc3)n2)CC1	3	-0.1	-1	2.9	-1	-3	1	-6	-3.0	-8
8	N#CC1=C(N)OC2=C(C(=O)CC(c3ccco3)C2)C1c1ccc(OCc2c(F)cccc2Cl)cc1 (stereo not drawn)	13	0.5	-38	-0.2	14	-2	2	-6	65*	1
9	CCOC(=O)c1cnn(-c2ccccc2)c1-n1cccc1C(=O)C(=O)N(C)C	0	-0.5	5	-0.5	-1	4	-1	-5	-0.8	1
10	NC(=O)N/N=C/c1ccc(-c2ccc(S(=O)(=O)Nc3ncccn3)cc2)o1	1	-0.1	-30	5.7*	2	-2	0	9	0.4	2

Pulled by compound from above:
no.	smiles	SUMO1 PPI mod	TbMetRS inhib	CendR NRP1 mod	MsrA inh	Scp1 inh	bovine MsrA act	STEP inh	eLon inh	LMPTP inh	DNMT1 inh
10	NC(=O)N/N=C/c1ccc(-c2ccc(S(=O)(=O)Nc3ncccn3)cc2)o1	1	-0.1	-30	5.7*	2	-2	0	9	0.4	2
6	Cc1cnc(C(=O)OCc2cc(=O)n3c(C)cccc3n2)cn1	-19	-0.2	11	-0.3	-5	1	2	1	1.6	-5
5	CCCS(=O)(=O)N1CCN(C(=O)CCC2CCCC2)CC1	1	0.0	4	2.6	0	-1	2	-4	-0.3	2
4	Cn1c(Sc2ccc(Cl)cc2)c(C=O)c2ccccc21	2	-0.6	-1	0.0	-11	1	2	5	2.9	-5

Additional compounds
no.	smiles	SUMO1 PPI mod	TbMetRS inhib	CendR NRP1 mod	MsrA inh	Scp1 inh	bovine MsrA act	STEP inh	eLon inh	LMPTP inh	DNMT1 inh
11	CCOc1ccc2c(c1)C(=O)c1cc(OCC(=O)O)ccc1-2	-32	-0.4	15	0.2	-1	-3	0	-3	0.6	0
12	CC(C)(C)C1CCc2sc(C(=O)NNC(=O)CCl)cc2C1 (stereo not drawn)	0	0.1	2	-0.1	-3	-4	1	4	0.9	7
13	Cc1nn(C)c(C(=O)N/N=C/c2ccc(-c3ccccc3)cc2)c1Cl	-6	0.0	6	0.1	-7	1	-4	1	0.9	9
14	CC(C)(CN=C1NS(=O)(=O)c2ccccc21)CNC(=O)c1ccccc1	8	-0.3	10	-1.2	1	0	-2	-19	-0.8	1
15	COc1ccc(-c2cn(Cc3cccc(OC)c3)nn2)cc1	1	0.0	12	0.6	-8	-1	-1	-20	-0.3	5
16	CN(C(=O)c1cccc(Br)c1)C1CCS(=O)(=O)C1 (stereo not drawn)	-1	0.0	-3	1.1	-7	3	-3	-5	-1.1	2
17	COc1ccc(OC)c(S(=O)(=O)N2CCC(C(=O)NCc3ccccc3)CC2)c1	4	-0.5	18	-0.5	-6	-1	1	-4	-0.7	-2
18	Cc1ccc(Cn2c(CN3CC(C)OC(C)C3)nc3c2c(=O)n(C)c(=O)n3C)cc1 (stereo not drawn)	0	-1.3	-4	-0.2	-1	-14	-3	-7	-1.2	0
19	CC1CCCCC1NC(=O)CCS(=O)(=O)c1cccc2nonc12 (stereo not drawn)	-23	-0.6	14	-1.1	-2	-2	4	4	-1.8	5
20	C1CCN(c2nc3nonc3nc2N2CCCC2)C1	-8	0.3	12	5.1*	-5	-4	-1	6	-1.5	-1
21	CCC1(C(=O)O)NC(c2cccc(OC)c2O)C2C(=O)N(c3ccccc3)C(=O)C21 (stereo not drawn)	1	-0.6	0	0.5	-6	-6	-2	2	-2.3	9
22	COC(=O)c1nnn(-c2cccc(Cl)c2)c1C(=O)OC	-4	-0.5	2	0.8	-10	-4	0	-3	-0.8	-2
23	COC(=O)Cn1c(CN2CCc3ccccc3C2)nc2c1c(=O)n(C)c(=O)n2C	-2	1.0	1	0.1	-5	0	0	0	2.7	-10
24	CCC(CC)C(C(=O)NC1CCCC1)N1CCN(c2cc(C)nc3ccccc23)CC1 (stereo not drawn)	-1	-0.4	2	0.1	.	.	.	.	20	.
25	COc1ccc(N=C2CCS(=O)(=O)c3sccc32)cc1	-4	0.1	5	-0.3	-13	-4	1	-7	0.5	-1
26	OC(COc1ccc(C2C=CCC2)cc1)CN1CCCCC1 (stereo not drawn)	0	-1.6	13	-0.5	-4	-14	1	-11	3.8	-6
27	O=C(O)CC1(CC(=O)NCc2ccc(-c3cccs3)cc2)CCCCC1	-5	0.6	-9	1.6	29	-5	-1	-5	-1.2	1
28	COc1ccc(-c2cc(C(F)(F)F)c(C#N)c(SCC(=O)O)n2)cc1	-6	-0.1	4	2.2	-9	-2	-3	-11	-0.6	-3
29	O=[N+]([O-])c1ccc(CP(=O)(c2ccccc2)c2ccccc2)cc1	-23	-0.4	4	-0.4	-1	-4	-1	-2	-1.3	6
30	COc1ccc(C(=O)Nc2ccccc2C(=O)NCCN2CCOCC2)cc1	3	-0.2	3	0.0	-4	-3	-2	-8	-1.1	-3
31	COc1ccc(NC(=O)N(Cc2cc3cc(OC)c(OC)cc3[nH]c2=O)CC2CCCO2)cc1 (stereo not drawn)	6	-1.1	-5	0.8	8	-11	0	4	-0.8	-1
32	CCS(=O)(=O)c1ccc(O)c(NC(=O)COc2ccccc2)c1	4	-0.9	-2	-1.4	9	-3	4	1	-0.5	6
33	Cc1cc(C)n(CCc2nc(-c3cccs3)cs2)n1	5	-1.6	31*	0.4	0	-9	2	-6	-0.4	-2
34	Cc1ccc(C)c(OCCCC(=O)NC2CCCCC2)c1	10	0.3	5	-1.0	-10	1	0	8	-1.7	2
35	Cc1ccc(S(=O)(=O)N(C)C)cc1NC(=O)COC(=O)Cc1n[nH]c(=O)c2ccccc12	-1	-0.1	8	-0.6	-9	-3	3	-5	-1.4	-1
36	COc1ccccc1NS(=O)(=O)c1cccc(C(=O)NN=C2CCCC2)c1	-2	-0.6	-2	0.8	-7	-8	-2	5	-0.4	-3
37	Cc1ccc(CNS(=O)(=O)CCNC(=O)c2ccccc2)cc1	2	-0.4	1	1.2	-3	-8	-1	0	-1.4	1
38	CC(NC(=O)C1C(=O)N(CCO)C2(C)CC1c1ccccc1O2)c1ccccc1 (stereo not drawn)	1	0.7	-12	1.6	0	-3	0	0	-2.2	0
39	CCOC(=O)c1cc(CC)sc1NC(=O)CN1CCN(C(=O)c2ccco2)CC1	10	-0.5	-12	0.6	8	-11	0	-14	0.6	-2
40	Cc1ccc(CN2CCN(/N=C/C(Br)=C\c3ccccc3)CC2)cc1	-4	-0.6	-6	0.1	3	-4	1	-1	-0.7	6
41	COc1cccc(N2[C@@H](CC(C)=O)c3cc(C(F)(F)F)ccc3S2(=O)=O)c1	1	0.5	-3	0.1	-8	6	0	-1	-0.3	-3
42	CC(=O)Nc1ccc(S(=O)(=O)N2CCC(NC(=O)c3ccco3)CC2)cc1	1	0.2	2	0.0	3	-2	3	-4	-0.6	7
43	CCc1ccc(CNC(=O)CCn2ccc3cc(S(=O)(=O)N4CCCC4)ccc32)cc1	1	0.2	-2	-1.0	-7	-1	-3	0	1.1	0
44	Cc1ccc(-c2cccc(OC(=O)c3ccccc3F)c2)cc1	1	-0.8	0	-0.5	-7	-2	3	-13	1.8	3
45	O=C(COc1ccc2ccc(=O)oc2c1)Nc1ccc2c(c1)OCCO2	3	0.0	-20	1.4	-8	-2	1	-1	0.5	-2
46	S=c1[nH]nc(-c2ccncc2)n1/N=C/C=C/c1ccco1	27	-0.6	-30	7.1*	8	-5	1	5	-0.9	63*
47	COc1ccc(S(=O)(=O)Nc2ccccn2)cc1OC	0	-1.2	0	0.2	0	-7	-4	-3	-2.0	3
48	COc1ccc(/C=C/C(=O)c2cc(F)ccc2OC(=O)c2ccccc2C)cc1OC	-1	0.0	-6	1.4	-16	-4	2	0	3.2	0
49	O=C(Nc1cccnc1)c1cccc(-c2cc3ccccc3oc2=O)c1	5	-0.4	-15	0.5	9	-3	7	7	39	12
50	COc1ccc(Cl)cc1C(=O)Nc1ccc2nc3n(c(=O)c2c1)CCCC3	2	-0.3	6	0.4	-3	0	-1	-7	-2.4	0
51	COC(=O)C1CCN(C(=O)c2cc3ccccc3oc2=O)CC1	0	-0.7	-8	-0.6	3	-5	-2	-1	-1.2	5
52	CCNC(=O)c1cc2c(c(-c3cccc(-c4cccnc4)c3)n1)[C@H](CCO)N(S(C)(=O)=O)C2	2	-0.5	0	-0.2	.	-3	.	3	-1.8	.
53	COc1ccc(Cn2c(=S)[nH]c3ccccc32)cc1	3	-0.4	0	-0.4	-8	-1	1	-11	-1.9	0
54	N/C(=N\c1nc(CSc2ccc(Cl)cc2)cc(=O)[nH]1)Nc1cccc2ccccc12	0	-0.3	2	-0.3	5	-1	-1	-5	-0.5	0
55	COc1cc(C(=O)OCc2cc(=O)n3ccsc3n2)ccc1OC(C)C	1	-0.2	17	0.7	13	-4	0	9	1.4	6
56	C#CCNC(=O)C[C@@H]1C[C@@]2(C(=O)OC)CCCCC=C2N(Cc2ccccc2)C1=O	5	-0.2	8	-0.6	.	1	.	-2	-0.8	.
57	COC(=O)CSc1nc2ncccc2[nH]1	0	0.6	11	0.5	-8	-1	0	-6	-2.0	19
58	CC(=O)c1cccc(NC(=O)c2cccc3c(-c4cccc(C(N)=O)c4)coc23)c1	49*	-0.1	-28	0.3	.	1	1	0	2.3	-5
59	Cc1cccc(C(=O)NCCCn2ccnc2)c1C	-1	-0.3	12	-0.5	-9	-1	-2	-2	-1.0	0
60	CC1(C)OC(=O)C(=CNc2ccc(F)cc2)C(=O)O1	-1	-0.8	-16	2.3	-8	-8	-1	-9	-1.7	0
61	Cc1ccc(C(=O)NC(NC(=S)Nc2ccc(S(N)(=O)=O)cc2)C(Cl)(Cl)Cl)cc1 (stereo not drawn)	5	1.7	-14	-0.3	-11	-3	-3	-4	-0.3	-13

An unsorted share of the library (roughly 4.3% active in at least one column).
